AGP1-GFP MLPCN: yeast TOR pathway AGP1-GFP modulation; S. cerevisiae AGP1-GFP multiplex flow cytometry, 3 h; GFP as percent of DMSO wells; GFP response vs DMSO, % at 10 µM; 0.02% of 320,000 active;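 active = GFP response relative to DMSO above a set limit, near screen average plus 3 SD, cut at about 150% in these data; inconclusive = fewer than 70 cells counted for the yeast strain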;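 note: median GFP channel fluorescence of the gated AGP1 strain per well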
CIT2 TOR yeast: alters CIT2-GFP fluorescence in TOR pathway yeast screen | GFP response vs DMSO, % at 10 µM | 0.065% of 320,000 active | S. cerevisiae CIT2-GFP strain, flow cytometry, 3 h; 100 means same as DMSO wells | AID 2029;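 active = GFP response relative to DMSO above a set limit, near the screen mean plus 3 SD, cut at about 150% in these data; inconclusive = Fewer than 70 cells measured for a yeast strain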;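 note: ratio of well median GFP fluorescence to mean of DMSO wells on the plate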
MEP2-GFP yeast: alters MEP2-GFP fluorescence in TOR pathway yeast screen; GFP response vs DMSO, % at 10 µM; S. cerevisiae MEP2-GFP strain, flow cytometry GFP, 3 h; 100% = DMSO control level; 0.51% of 330,000 active; AID 2016;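 active = GFP response versus DMSO above a set limit, roughly screen mean plus 3 SD, cut at about 180% in these data; inconclusive = fewer than 70 cells counted for a yeast strain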;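 note: median GFP fluorescence of the barcode-gated MEP2-GFP cells per well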
Efflux pump mplx: blocks antifungal efflux pumps in multiplex yeast assay. S. cerevisiae Candida pump triplex, Nile Red efflux. 0.44% of 330,000 active. inhibition, % at 10 µM;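 active = plate passing quality check with inhibition over a set limit, or well fluorescence over plate mean plus 4 SD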;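 note: Nile Red retained in pooled yeast measured as flow cytometry median fluorescence; 0% = buffer negative control and 100% = Enniatin B positive control; higher means more Nile Red kept so more efflux inhibition; some compounds called inactive have numbers as strong as hits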
Yeast superoxide: yeast age-related superoxide inhibition as caloric restriction mimetic; 0.18% of 330,000 active; superoxide response (% of plate mean), % at 10 µM; AID 2690; S. cerevisiae aged cells, superoxide DHE fluorescence; hits give low values;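 active = superoxide response under a set limit, about three screen SD below normal, cut at about 65% in these data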;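 note: yeast aged for seven days with compound at 30 °C before DHE staining; 100% = average MFI of all compound-treated wells on the plate with controls excluded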
AHR activator: activators of human aryl hydrocarbon receptor | AHR-responsive luciferase reporter cells, luminescence | activation, % at 5 µM | 2.5% of 320,000 active; in the data active = activation above about 47%;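 note: 0% = vehicle wells and 100% = reference agonist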
Target sequence (P35869 whole entry, looked up): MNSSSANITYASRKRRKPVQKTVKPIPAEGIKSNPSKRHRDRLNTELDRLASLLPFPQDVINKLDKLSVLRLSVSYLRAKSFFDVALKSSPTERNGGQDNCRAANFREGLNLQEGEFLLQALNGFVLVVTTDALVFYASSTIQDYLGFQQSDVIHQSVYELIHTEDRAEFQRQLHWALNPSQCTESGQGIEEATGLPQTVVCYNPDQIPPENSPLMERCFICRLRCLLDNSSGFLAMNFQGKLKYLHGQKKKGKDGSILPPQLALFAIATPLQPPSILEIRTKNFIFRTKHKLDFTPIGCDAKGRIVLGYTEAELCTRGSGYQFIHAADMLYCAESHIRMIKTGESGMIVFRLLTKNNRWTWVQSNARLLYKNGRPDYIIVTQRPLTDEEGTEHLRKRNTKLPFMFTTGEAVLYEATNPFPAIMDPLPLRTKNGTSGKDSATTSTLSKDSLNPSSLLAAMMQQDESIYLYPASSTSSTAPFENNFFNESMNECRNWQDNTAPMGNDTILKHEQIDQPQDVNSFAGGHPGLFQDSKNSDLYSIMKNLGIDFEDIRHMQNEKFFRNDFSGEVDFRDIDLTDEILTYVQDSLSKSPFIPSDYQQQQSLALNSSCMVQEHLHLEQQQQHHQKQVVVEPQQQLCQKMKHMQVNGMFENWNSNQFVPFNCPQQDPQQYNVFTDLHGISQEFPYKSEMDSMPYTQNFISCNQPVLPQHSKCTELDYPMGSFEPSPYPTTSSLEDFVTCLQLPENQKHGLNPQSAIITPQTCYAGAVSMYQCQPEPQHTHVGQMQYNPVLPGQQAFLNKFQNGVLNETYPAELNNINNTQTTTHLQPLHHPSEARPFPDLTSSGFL
RPL19A TOR yeast: yeast TOR pathway RPL19A-GFP modulation. S. cerevisiae RPL19A-GFP strain, flow cytometry, 3 h; hits give low values. 0.3% of 330,000 active. percent response vs DMSO, % at 10 µM;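 active = percent response vs DMSO below 50%; inconclusive = fewer than 70 events counted for the yeast strain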;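 note: median channel GFP fluorescence of the barcoded RPL19A-GFP strain; ratio of sample median GFP to plate DMSO average so 100% = DMSO; lower means less RPL19A-GFP as with rapamycin TOR inhibition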
LAP4 TOR yeast: yeast TOR pathway LAP4-GFP modulation; 0.34% of 320,000 active; GFP response vs DMSO, % at 10 µM; S. cerevisiae LAP4-GFP multiplex, flow cytometry GFP, 3 h; median GFP as percent of DMSO wells;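 active = GFP response vs DMSO above a set limit, about the screen mean plus 3 SD, cut at about 150% in these data; inconclusive = under 70 cell events counted for the yeast strain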
The depositor's hits bear a star; ? = inconclusive; . = not tested or not shown; [ ] = remark or other dose. This is a random part of the collection. Share with any hit: about 3.9%.

Results follow in this order: AGP1-GFP MLPCN, CIT2 TOR yeast, MEP2-GFP yeast, Efflux pump mplx, Yeast superoxide, AHR activator, RPL19A TOR yeast, LAP4 TOR yeast
1: COc1ccc(/C=N\NC(=O)c2ccccc2Cl)cc1COc1c(F)c(F)c(F)c(F)c1F
    92, 91, 91, -0.2, 107, 1, 92, 94
2: O=[N+]([O-])c1ccc(Cl)c(S(=O)(=O)NCC2CCCO2)c1 (stereo not drawn)
    95, 90, 94, 0.0, 105, 6, 92, 89
3: CCOc1ccccc1N1CC(C(=O)N(C)Cc2cccnc2)CC1=O (stereo not drawn)
    104, 113, 113, 0.1, 88, 3, 110, 108
4: CC1=Nn2c(nnc2-c2cc(-c3ccccc3)n[nH]2)SC1
    109, 117, 107, 0.0, 99, 79*, 108, 110
5: COc1ccc(-n2c(COc3ccc(C)cc3)nnc2SCC(N)=O)cc1
    90, 101, 96, 0.0, 96, 3, 96, 93
6: Cc1nnc(NC(=O)CSc2n[nH]c(-c3ccccc3)n2)s1
    100, 92, 93, 0.0, 84, 6, 98, 111
7: O=C(NCCCn1ccnc1)/C(=C\c1cccnc1)NC(=O)c1cccc(Br)c1
    96, 88, 106, -0.6, 97, 2, 95, 94
8: COc1ccc(CCN(C(=O)Cn2nnc3ccccc32)C(C(=O)NCC2CCCO2)c2ccncc2)cc1OC (stereo not drawn)
    39, 97, 165, 0.1, 107, 0, 103, 81
9: Cc1nc(Nc2nc(-c3ccccc3)cc(=O)[nH]2)nc2ccccc12
    97, 101, 96, -0.1, 119, 0, 99, 105
10: CCN(C(=O)CN1CCN(c2ccccc2)CC1)c1c(N)n(Cc2ccccc2)c(=O)[nH]c1=O
    102, 99, 98, 0.0, 108, 0, 98, 97
11: CCCN1CCN(C(c2cc3cc4c(cc3[nH]c2=O)OCO4)c2nnnn2C(C)(C)C)CC1 (stereo not drawn)
    106, 99, 120, 0.3, 97, 0, 103, 99
12: CC(=O)Nc1ccc(S(=O)(=O)Nc2nc3nc(-c4ccccc4)cc(-c4ccccc4)n3n2)cc1
    105, 105, 113, 0.5, 60*, 8, 114, 95
13: Cc1cc(C)n(-c2nc3ccccc3c(=O)n2OC2CCCCC2)n1
    103, 95, 104, 0.0, 98, 1, 97, 93
14: COc1nc(-c2ccccc2)ccc1-c1noc(-c2cccnc2)n1
    117, 108, 121, -0.2, 90, 0, 114, 126
15: Cc1ccc(CCNS(=O)(=O)c2c(C)nc3sccn3c2=O)cc1
    102, 101, 101, 0.0, 101, -2, 98, 106
16: O=C(COc1ccccc1[N+](=O)[O-])Nc1cc(C(=O)O)cc(C(=O)O)c1
    95, 100, 83, -0.2, 101, 2, 92, 86
17: O=C(COC(=O)c1ccc(Br)o1)Nc1ccc(N2CCOCC2)cc1
    98, 100, 93, 0.1, 97, 1, 97, 100
18: Cc1cc(NC(=O)Cn2cc(C(F)(F)F)cc(Cl)c2=O)no1
    20[may fluoresce violet], ?, 224*[may fluoresce violet], 0.1, 105, -3, 62[may fluoresce violet], 92[may fluoresce violet]
19: CCOC(=O)C(=Nc1ccccc1)NO
    104, 93, 92, -0.1, 96, 3, 96, 122
20: N#CC(c1ccc(Cl)cc1)c1ccc2c(C(F)(F)F)cc(C(F)(F)F)nc2n1 (stereo not drawn)
    ., 107, 114, -0.2, 96, 20, 103, 114
21: O=C(O)C1C2CCC(O2)C1C(=O)Nc1ccc(O)cc1 (stereo not drawn)
    88, 86, 97, 0.8, 102, 0, 95, 90
22: O=C(Nc1cccc(-c2cccc(F)c2)c1)C1CCN(Cc2ccco2)CC1
    87, 84, 95, 1.9, 102, ., 101, 82
23: CCCC(=O)Nc1cccc(C(=O)Nc2ccccc2OCC)c1
    98, 97, 102, -0.1, 93, 43, 98, 110
24: O=C(Nc1nnc(-c2ccco2)o1)c1cccc(N2C(=O)CCC2=O)c1
    97, 104, 107, 0.0, 99, 1, 103, 96
25: O=C(O)c1ccn(COc2ccc(Br)cc2)n1
    99, 92, 95, 0.1, 101, -1, 96, 100
26: COc1ccccc1C(C)NC(=O)Cc1ccsc1 (stereo not drawn)
    97, 101, 110, 0.1, 108, 5, 102, 93
27: C=CC[C@H](CC(=O)OC(C)(C)C)C(=O)OC[C@@H]1CCCN1C(=O)[C@@H](CC=C)CC(=O)N[C@H](CO)Cc1ccccc1
    113, 108, 110, 0.0, 111, -1, 108, 116
28: COC(=O)CSc1nc(N)c(C#N)c(C(C)C)c1C#N
    91, 89, 100, 0.0, 104, 3, 93, 92
29: O=C(COC(=O)c1ccc[nH]c1=O)NCCc1ccc(Cl)cc1Cl
    103, 99, 104, 0.1, 115, 13, 100, 97
30: Cc1c(O)c2ccccc2n(-c2ccccc2)c1=O
    111, 102, 97, 0.0, 93, -2, 102, 134
31: CCN1CCCC(NC(=O)c2scc3c2CCCC3)C1 (stereo not drawn)
    97, 89, 91, 0.2, 102, 4, 101, 95
32: COc1cccc(Nc2nc(N)nc(CCl)n2)c1
    113, 107, 109, 0.0, 97, 13, 102, 113
33: CCOc1ccccc1NS(=O)(=O)c1c(C)noc1C
    96, 88, 100, -0.1, 97, 1, 96, 98
34: CCCn1nc2cc(C(=O)NCc3ccccc3)ccc2c1OCC
    87, 104, 90, 0.0, 95, 3, 95, 103
35: CSc1nc2ccc(NS(=O)(=O)c3cccc(Cl)c3Cl)cc2s1
    91, 86, 98, -0.3, 106, 1, 100, 98
36: O=C(OCc1c(Cl)cccc1Cl)c1cccnc1Cl
    96, 90, 97, 0.1, 99, 0, 96, 104
37: CCOC(=O)C(=CNc1ccc(NC2=NCC(C)S2)cc1)C(=O)OCC (stereo not drawn)
    97, 88, 97, 0.1, 97, -1, 101, 98
38: O=C(CCc1nnc(COc2ccccc2)o1)NC1(c2ccccc2)CC1
    98, 92, 111, 0.1, 116, 1, 106, 90
39: O=C(/C=N\O)NCCCNCc1ccccc1
    97, 106, 95, -0.1, 88, -1, 102, 96
40: COc1ccc(CNc2cc(C)nc3ncnn23)c(OC)c1
    103, 109, 102, 0.0, 90, 5, 101, 104
41: Cc1cccc(-n2c(C)nc3cc(C(=O)N4CCOCC4)ccc32)c1
    103, 98, 106, -0.1, 93, 1, 99, 94
42: CCN(CC)S(=O)(=O)c1ccc(N2CCOCC2)c(NC(=O)c2cccc3c(=O)c(C)c(-c4ccccc4)oc23)c1
    100, 91, 91, 0.0, 113, -2, 93, 87
43: COc1ccc(C(C(=O)NC(C)(C)C)N(C(=O)CNC(=O)c2cccs2)c2ccc(C)cc2)cc1OC (stereo not drawn)
    97, ., 95, 0.0, 89, 2, 97, 89
44: C=CCNC(=O)/C(C#N)=C/c1ccc2c(c1)OCCO2
    95, 88, 96, 0.1, 99, 1, 98, 106
45: Cc1ccc(-n2c(-c3cccc(C)c3)n[nH]c2=S)cc1
    99, 100, 103, -0.1, 125, -1, 101, 92
46: O=C(Nc1ccc2c(c1)OCO2)c1ccc(S(=O)(=O)N2CCCC2)cc1
    90, 94, 88, 0.1, 90, 10, 93, 84
47: CCOc1cc2c(cc1C(C)(C)C)NC(=O)CS2
    99, 102, 100, -0.1, 93, 21, 97, 112
48: Cc1ccc(N2C(=O)CC(N3CCSCC3)C2=O)c(C)c1 (stereo not drawn)
    106, 93, 108, 0.0, 107, 0, 93, 110
49: CC(C)CC(NC(=O)c1ccccc1)C(=O)OCC(=O)Nc1ccc(S(N)(=O)=O)cc1 (stereo not drawn)
    111, 119, 120, 0.1, 117, 0, 120, 102
50: CCOC(=O)CNC(=S)N(Cc1ccccc1F)C1CCCCC1
    98, 93, 101, 0.0, 104, -2, 95, 89

Sorted by value in Efflux pump mplx (ascending): some entries from above
entry | mol | Efflux pump mplx
7 | O=C(NCCCn1ccnc1)/C(=C\c1cccnc1)NC(=O)c1cccc(Br)c1 | -0.6
5 | COc1ccc(-n2c(COc3ccc(C)cc3)nnc2SCC(N)=O)cc1 | 0.0
18 | Cc1cc(NC(=O)Cn2cc(C(F)(F)F)cc(Cl)c2=O)no1 | 0.1

Continuation.
Results follow in this order: AGP1-GFP MLPCN, CIT2 TOR yeast, MEP2-GFP yeast, Efflux pump mplx, Yeast superoxide, AHR activator, RPL19A TOR yeast, LAP4 TOR yeast
51: CC(CNC(=O)C(C)C)NC(=O)C(C)C (stereo not drawn)
    98, 91, 102, -0.1, 121, 1, 99, 100
52: Cc1[nH]c(=O)[nH]c(=O)c1/C=N/NC(=O)[C@H](C)N
    101, 95, 103, 0.1, 102, -1, 99, 106
53: CCN(CCNC(=O)C1CCN(S(=O)(=O)c2cccc3cccnc23)CC1)c1ccccc1
    25, 62, 143, 0.2, 88, 9, 101, 92
54: CC(C)c1nnc(NC(=O)CCC(=O)N2CCN(c3ccccn3)CC2)s1
    107, ., 106, 0.0, 140, 3, 106, 109
55: CCCc1cc(=O)[nH]c(SCC(=O)N(C)C2CCCCC2)n1
    90, 79, 99, 0.2, 83, -1, 87, 87
56: Clc1ccc(-c2cc(CSc3ccccc3)on2)cc1
    90, 84, 95, 0.0, 100, -2, 94, 98
57: Cc1ccc(NC(=O)C2CCN(S(=O)(=O)c3cnc[nH]3)CC2)cc1C
    101, 109, 146, 0.3, 98, 5, 103, 108
58: CCN(Cc1ccccc1)C(=O)Cn1c(=O)n(-c2ccc(OC)cc2OC)c(=O)c2c(C)c(C)sc21
    114, 99, 104, -0.2, 101, -1, 98, 99
59: CC(C(=O)O)n1cnc2sc3c(c2c1=O)CCCC3 (stereo not drawn)
    99, 98, 93, 0.1, 90, 16, 93, 101
60: Cc1cc(S(=O)(=O)NCc2ccccc2)ccc1OCC(=O)NCc1ccncc1
    98, 130, 108, 0.4, 98, 11, 92, 98
61: O=c1ccc(NS(=O)(=O)c2ccccc2)cn1Cc1ccc(Cl)c(Cl)c1
    72, 88, 113, 0.4, 97, 3, 90, 92
62: COC(=O)[C@@H]1CCCN1C(=O)CCc1nnc(CCC2CCCCC2)o1
    109, 106, 105, -0.2, 102, 2, 105, 96
63: O=C(C1CCN(Cc2cn[nH]c2-c2ccc(F)cc2F)CC1)N1CCOCC1
    111, 110, 97, 0.0, 100, 0, 99, 111
64: O=C(Nc1cccc(-c2nnc(-c3ccccc3)o2)c1)c1ccco1
    108, 95, 98, -0.1, 90, 8, 101, 93
65: Cc1ccc(S(=O)(=O)NC(C)(C)C)cc1C(=O)OCC(=O)N1CCCC1=O
    103, 97, 101, 0.1, 104, -3, 99, 103
66: Clc1ccc2oc3c(Cl)ncnc3c2c1
    96, 99, 93, 0.1, 90, 20, 99, 81

Screening results: PubChem, several laboratories
